Screens: PubChem, Sanford-Burnham Center for Chemical Genomics
UPR CHOP act: activators of apoptotic CHOP UPR arm, primary screen, cell-based, CHO-CHOP luciferase reporter, luminescence, uHTS; UPR activation; percent of tunicamycin response over DMSO baseline; activation, % at 10 µM; actives 0.34% (n = 330,000); AID 449763, 2010;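 active means at 10 µM dose, activation of 40% or more, normalized to positive control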;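 further: 100% = tunicamycin at 10 µg/mL and 0% = DMSO alone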
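Dosing – one dose, 10 µM in 0.5% DMSO · System – CHO-CHOP cells, stable luciferase reporter of PERK-eIF2a-CHOP signalling · Input – 500 cells/well · Control set – tunicamycin 10 µg/mL final as positive, DMSO-only wells as negative · Timing – 6 h compound treatment, 37 °C · Measure – % activation vs tunicamycin · Technique – luminescence read with Steady-Glo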
APJ antag: antagonists of human apelin receptor APJ, primary screen, CHO-K1 cells, beta-arrestin complementation, luminescence. P35414. inhibition, % at 20 µM. actives 0.32% (n = 330,000). AID 2521, 2010;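 active means inhibition above about 40% at 20 µM, limit read from the data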;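 further: cells challenged with 10 nM apelin-13 agonist together with compound; plate controls were apelin-13 plus DMSO wells for no effect and DMSO wells lacking apelin-13 for full effect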
XBP1 UPR activ: activators of adaptive XBP1 UPR arm, primary screen, cell-based, CHO-XBP1 luciferase reporter, luminescence, uHTS; IRE1-XBP1 UPR activation; percent of tunicamycin response, DMSO as zero; activation, % at 20 µM; actives 0.33% (n = 330,000);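 active means versus positive control, 20 µM dose yields 30% or more activation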;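 further: 100% = tunicamycin at 10 µg/mL and 0% = DMSO only wells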
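Material: CHO cell line with stable XBP1 luciferase reporter; buffer or medium: F12 medium containing 10% fetal bovine serum; compound: single point, 20 µM final compound, 1% DMSO; incubation: 6 h treatment, 37 °C; measured by: glow luminescence from Steady-Glo reagent; evaluation: activation, % of tunicamycin; control set: tunicamycin high, DMSO low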
Jurkat NFkB inh: inhibitors of induced NF-kB luciferase reporter, primary screen, TCR NF-kB activation inhibitor project, cell-based, luminescence, uHTS. Jurkat, PMA/ionomycin-induced NF-kB luciferase reporter. inhibition, % at 4 µM. actives 0.53% (n = 330,000). AID 435003, 2010; in the data active means inhibition above about 50%
APJ agonist: agonists of human apelin receptor APJ, primary screen, CHO-K1 cells, PathHunter beta-arrestin, luminescence. P35414. 0% DMSO wells, 100% apelin. activation, % at 20 µM. actives 0.11% (n = 330,000);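 active means activation more than six SD over the plate average, tested at 20 µM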;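 further: 0% = DMSO alone and 100% = apelin-13 at 10 nM; some results filed as inactive read as strong as hits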
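Assay system: engineered CHO-K1 APJ arrestin reporter cells; Amount: 1000 CHO-K1 reporter cells seeded per well; Dosing: one dose, 20 µM compound, 1% DMSO; Times: compound stimulation 90 min at 25 °C, detection 60 min; Measured by: luminescent beta-gal fragment complementation, chemiluminescent substrate; Read-out: APJ–arrestin association signal; Controls: DMSO vs Apelin-13 10 nM.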
Mdm2 MdmX PPI: inhibitors of human Mdm2-MdmX association, primary screen, cell-based, luminescence, split luciferase, SaOS-2, uHTS; Protein Mdm4 (Homo sapiens) + E3 ubiquitin-protein ligase Mdm2 (Homo sapiens), …; SaOS-2 split-luciferase Mdm2/MdmX complementation; inhibition, % at 8 µM; actives 3% (n = 330,000); AID 485346, 2010;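 active means inhibition of at least 50% at 8 µM in the primary screen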
Target sequence (O15151 whole entry, looked up): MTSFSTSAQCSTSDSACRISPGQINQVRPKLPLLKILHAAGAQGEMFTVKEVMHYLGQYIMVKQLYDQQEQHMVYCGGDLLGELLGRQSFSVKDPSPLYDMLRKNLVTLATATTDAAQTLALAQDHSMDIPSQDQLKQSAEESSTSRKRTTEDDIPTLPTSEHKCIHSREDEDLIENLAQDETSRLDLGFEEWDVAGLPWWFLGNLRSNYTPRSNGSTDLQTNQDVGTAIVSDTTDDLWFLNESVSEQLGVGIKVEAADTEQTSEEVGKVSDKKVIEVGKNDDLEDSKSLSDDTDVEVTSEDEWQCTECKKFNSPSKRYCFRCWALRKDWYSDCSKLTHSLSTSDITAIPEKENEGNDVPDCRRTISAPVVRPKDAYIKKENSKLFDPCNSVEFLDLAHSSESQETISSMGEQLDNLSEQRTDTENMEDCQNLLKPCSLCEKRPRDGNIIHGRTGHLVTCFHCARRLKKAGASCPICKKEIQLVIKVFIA
Target sequence (Q00987 whole entry, looked up): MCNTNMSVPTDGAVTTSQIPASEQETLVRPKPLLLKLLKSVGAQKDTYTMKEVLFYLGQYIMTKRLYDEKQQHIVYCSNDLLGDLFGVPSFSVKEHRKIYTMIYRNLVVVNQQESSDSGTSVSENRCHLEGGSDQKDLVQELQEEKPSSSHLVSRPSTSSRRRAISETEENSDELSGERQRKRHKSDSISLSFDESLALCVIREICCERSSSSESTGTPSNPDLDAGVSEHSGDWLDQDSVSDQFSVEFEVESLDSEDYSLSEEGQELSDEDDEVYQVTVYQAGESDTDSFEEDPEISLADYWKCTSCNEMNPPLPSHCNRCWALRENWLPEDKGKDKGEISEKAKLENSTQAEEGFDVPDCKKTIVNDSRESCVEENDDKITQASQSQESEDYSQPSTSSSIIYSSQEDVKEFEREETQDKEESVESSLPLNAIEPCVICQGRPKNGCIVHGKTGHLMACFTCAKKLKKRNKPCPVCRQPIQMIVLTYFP
697 NFkB inh: inhibitors of PMA/ionomycin-induced NF-kB reporter, 697 cells, primary screen, B-cell NF-kB inhibitor project, cell-based, luminescence, uHTS; 697 B-cell NF-kB luciferase reporter, 16 h; inhibition, % at 4 µM; actives 0.33% (n = 330,000); AID 435022, 2010; in the data active means inhibition above about 35%
tim23-1 inh: growth inhibitors of tim23-1 mutant yeast, primary screen, luminescence, uHTS; S. cerevisiae tim23-1 growth, BacTiter-Glo luminescence, 24 h; inhibition, % at 20 µM; actives 1.3% (n = 330,000); AID 463212, 2010;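 active means growth inhibition of the mutant yeast at or above 50%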;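 further: temperature-sensitive mutant grown at 25 °C; plate controls were DMSO-treated mutant yeast for no effect and medium wells lacking yeast for full effect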
Starred values were filed as active, the others as inactive.

SMILES	UPR CHOP act	APJ antag	XBP1 UPR activ	Jurkat NFkB inh	APJ agonist	Mdm2 MdmX PPI	697 NFkB inh	tim23-1 inh
Cc1cc(/C=C2\SC(=O)N(C)C2=O)c(C)n1-c1ccc(O)cc1	-0.3	3	-6	-93	-1	15	-272	44
Cc1ccccc1-n1ccnc1SCC(=O)O	1.5	-5	0	-10	-3	10	6	-10
CCOC(=O)c1ccc(/[N+]([O-])=C/c2ccccc2)cc1	4.1	1	0	-8	-1	-49	-33	11
CCOc1ccc(C(=O)N2CCC(C(=O)c3ccc4c(c3)OCCO4)CC2)cc1	0.1	-14	1	12	0	-16	-4	32
Cc1ccc(-c2nc3[nH]c(=O)cc(NC(=O)c4cccs4)n3n2)cc1	0.7	-1	2	6	-4	0	-10	5
CCCc1nc2ccccc2c(=O)n1CC(=O)c1ccc(F)cc1	0.7	3	0	-15	-5	4	4	4
CCN(CCCNC(=O)Cn1cc2c(n1)CCCC2)c1cccc(C)c1	-0.9	-49	0	9	-5	29	4	22
CC(C)(C#CC(O)(c1ccccc1)c1ccccc1)N1CCCC1	4.3	-11	4	10	-3	1	4	0
CC(C)=C1C2CCC1C(C(=O)Nc1sc(C)c(-c3ccc(C(C)C)cc3)c1C(N)=O)C2C(=O)O (configuration not stated)	-0.3	-1	-6	10	-1	12	-1	36
CN(C)c1ccc(C=C2C(=O)OC(C)(C(C)(C)C)OC2=O)cc1 (configuration not stated)	-0.1	-10	0	1	-4	5	17	14
COc1ccc(-n2nnc3c(=O)n(Cc4ccccc4C)cnc32)cc1	-2.0	-9	0	1	2	-9	-36	-1
Cc1cccc(C(=O)Nc2cccnc2Cl)c1	3.6	12	-3	-19	1	-8	-26	5
CC12CCC(=O)N1C(C(=O)NNC(=O)c1ccc(F)cc1)CS2 (configuration not stated)	-1.1	15	0	-16	-2	-2	-4	-4
Cc1ccc(C(=O)NCCNC(=O)COc2ccc(C)c(C)c2)cn1	0.7	11	-1	1	-3	11	9	4
OCC[C@H]1C[C@@H](O)[C@H](O)[C@]2(OCCCc3ccccc32)O1	-3.4	13	1	-3	-2	9	-16	26
Cc1ccc2c(c1)N(CCC(=O)NC(C)C)C(=O)CO2	1.1	11	1	9	-7	4	15	3
O=C(Nc1cccc(S(=O)(=O)NC2=NCCC2)c1)c1cc(F)c(F)c(F)c1F	2.2	3	-2	-7	2	23	3	-10
O=C1CCCCCN1CP(=O)(O)CN1CCCCCC1=O	1.3	-6	-3	-6	-2	9	21	2
Cc1[nH]n(-c2ccc(Cl)cc2)c(=O)c1C(=O)c1ccccc1	2.6	1	0	1	-3	7	9	-8
O=C(COC(=O)c1ccccc1O)NCCc1c[nH]c2ccccc12	-1.8	-1	0	-7	-2	-14	-5	17
CCN(CC(=O)NCc1ccc(Cl)cc1)C(=O)/C=C/c1ccc(C#N)cc1	-0.1	9	2	-3	0	5	-7	-6
Cn1c(=O)[nH]c(=O)c2c1nc(CN1CCN(c3ccccc3F)CC1)n2CC(N)=O	-0.8	15	2	-16	-3	0	-11	-13
CC(=O)Nc1ccc(S(=O)(=O)N(C)CC(=O)Nc2ccc(Br)cc2F)cc1	-0.3	5	-1	-3	2	-16	15	-7
CCC1CN(C(=O)N2CCC(C(=O)NCc3ccco3)CC2)c2cc(C)ccc2O1 (configuration not stated)	2.4	-6	-1	12	7	-6	-15	10
CC(=O)Nc1ccc(S(=O)(=O)Oc2cccc(N3C(=O)C4CCCCC4C3=O)c2)cc1 (configuration not stated)	0.3	2	-4	7	5	15	10	4
O=Cc1ccc(OCc2ccc3ccccc3c2)cc1	3.6	-9	0	-96	0	-148	-66	15
Cc1cccc(NC(=O)Cn2c(O)c(N=NC(N)=S)c3ccccc32)c1	2.5	10	-2	27	4	35	5	-4
CCOC(=O)c1ccc(NC(=O)C23CCC(C)(C(=O)O2)C3(C)C)cc1 (configuration not stated)	3.9	17	3	-39	0	-44	-32	28
O=C1C(=C(O)c2ccccc2)C(=O)c2ccccc21	0.7	-26	-1	-17	3	-12	-9	19
N#Cc1ccc(C(=O)Nc2ccn(-c3ccccc3)n2)cc1	8.3	-3	-2	12	-4	37	6	19

Six successive records already listed, quoted:
SMILES	UPR CHOP act	APJ antag	XBP1 UPR activ	Jurkat NFkB inh	APJ agonist	Mdm2 MdmX PPI	697 NFkB inh	tim23-1 inh
CC(=O)Nc1ccc(S(=O)(=O)Oc2cccc(N3C(=O)C4CCCCC4C3=O)c2)cc1 (configuration not stated)	0.3	2	-4	7	5	15	10	4
O=Cc1ccc(OCc2ccc3ccccc3c2)cc1	3.6	-9	0	-96	0	-148	-66	15
Cc1cccc(NC(=O)Cn2c(O)c(N=NC(N)=S)c3ccccc32)c1	2.5	10	-2	27	4	35	5	-4
CCOC(=O)c1ccc(NC(=O)C23CCC(C)(C(=O)O2)C3(C)C)cc1 (configuration not stated)	3.9	17	3	-39	0	-44	-32	28
O=C1C(=C(O)c2ccccc2)C(=O)c2ccccc21	0.7	-26	-1	-17	3	-12	-9	19
N#Cc1ccc(C(=O)Nc2ccn(-c3ccccc3)n2)cc1	8.3	-3	-2	12	-4	37	6	19

The results go on:
SMILES	UPR CHOP act	APJ antag	XBP1 UPR activ	Jurkat NFkB inh	APJ agonist	Mdm2 MdmX PPI	697 NFkB inh	tim23-1 inh
CCN1CCc2c(C#N)c(N3CCCCC3)nc(NCc3ccccc3)c2C1	2.6	1	5	6	-1	29	-9	9
Cc1ccc(NC(=O)c2ccc([N+](=O)[O-])o2)cc1C	6.8	-66	0	47	6	9	-3	-19
Cc1cc(Cl)ccc1C(=O)C1CCCN(C(=O)c2cccnc2C)C1 (configuration not stated)	2.1	7	-5	6	-3	-11	-54	15
Cc1cccc(-c2cc(C(=O)N/N=C/c3cccnc3)c3ccccc3n2)c1	0.3	1	7	-9	-4	6	-16	11
c1ccc(Oc2cccc(OCCCn3cncn3)c2)cc1	1.8	20	1	8	2	11	-19	27
CCOC(=O)N1CCC(NCCNC(=O)c2cccc(F)c2)CC1	-2.1	3	-1	-5	-4	0	13	-5
COC(=O)c1ccccc1NC(=O)C/C(C)=N/NC(=O)CC#N	-0.5	1	-3	-22	-6	-26	11	15
CC1(C)N=C(N)NC(Nc2cccc(Br)c2)=N1	-1.7	-2	0	1	2	-11	-8	9
Cc1ccc(NC(=O)CNC(=O)c2cccc(C)c2)nc1	-0.2	14	0	-10	-1	76*	0	-1
Cc1nc2ccc(NC(=O)N(C(C)C)C(C)C)cc2s1	3.0	2	2	16	-2	-11	-13	18
Cc1ccc(-c2nn3c(C)nnc3c3ccccc23)cc1S(=O)(=O)NC(C)c1ccccc1 (configuration not stated)	5.0	15	7	-8	-2	62*	19	19
O=C(C1CCC(CNS(=O)(=O)c2cccc3cccnc23)CC1)N1CCc2ccccc21 (configuration not stated)	-0.4	0	-3	-1	-1	24	8	15
COCCn1c(SCC(=O)NC(C)c2ccccc2)nc2ccccc21 (configuration not stated)	0.6	-11	-2	-13	0	6	-9	22
CCOc1cc(/C=C2\COc3ccccc3C2=O)cc(Br)c1OCC(=O)N(C)C	11	-1	-2	24	3	97*	23	50*
CS(=O)(=O)N1CCC(C(=O)Nc2cc(Cl)c(Cl)cc2Cl)CC1	-1.9	8	-2	-17	0	15	-9	-1

Single records, as listed above. Order of screens: UPR CHOP act | APJ antag | XBP1 UPR activ | Jurkat NFkB inh | APJ agonist | Mdm2 MdmX PPI | 697 NFkB inh | tim23-1 inh
`CS(=O)(=O)N1CCC(C(=O)Nc2cc(Cl)c(Cl)cc2Cl)CC1` across the screens: -1.9 | 8 | -2 | -17 | 0 | 15 | -9 | -1
`Cc1ccc(NC(=O)CNC(=O)c2cccc(C)c2)nc1` across the screens: -0.2 | 14 | 0 | -10 | -1 | 76* | 0 | -1

The listing continues.
SMILES	UPR CHOP act	APJ antag	XBP1 UPR activ	Jurkat NFkB inh	APJ agonist	Mdm2 MdmX PPI	697 NFkB inh	tim23-1 inh
CC(C)(C)c1ccccc1NC(=O)CN1C(=O)NC2(CCCC2)C1=O	1.6	-2	-7	3	0	4	13	1
CC1(C)C(c2ccccc2)=NC(c2ccc(F)cc2)N1O (configuration not stated)	0.3	7	-2	3	-13	2	0	9
CCOC(=O)c1sc2nc(C)nc(SC(C)C(=O)NC3CC3)c2c1C (configuration not stated)	0.0	-6	0	-16	6	-2	-6	10
CCC(=O)N1c2ccc(S(=O)(=O)N3CCN(CC)CC3)cc2CC1C (configuration not stated)	0.8	6	-3	-8	-3	4	-20	11
Cc1ccccc1NC(=O)/C=C/c1cccc(C(F)(F)F)c1	3.9	14	1	-7	-1	-3	11	30
CCCSc1nnc(-c2ccccc2N)c(=O)[nH]1	4.5	-6	2	-46	1	-52	-78	-6
O=C(NCC(=O)N(c1cccc(F)c1)C(C(=O)NC1CCCC1)c1ccncc1)c1cccs1 (configuration not stated)	1.1	12	-5	17	-1	8	8	5
CC(C)(C)C(O)(CC#CCN1CCCC1)c1ccccc1 (configuration not stated)	-0.5	-16	5	0	-2	25	-8	-4
NNC(=O)C1CCCn2c1nc1sc3c(c1c2=O)CCCC3 (configuration not stated)	-1.9	3	-1	-20	-13	3	6	18
Cc1c(NC(=O)c2cc(Br)ccc2Cl)cccc1-n1cnnn1	-0.8	-12	-1	3	-2	2	0	5
Cc1ccc(S(=O)(=O)N2CCC(C(=O)OCc3ccc([N+](=O)[O-])cc3)CC2)cc1	2.1	6	-2	11	-2	-8	14	32
CCn1cc(C(=O)N2CCCC(C(=O)c3ccc4ccccc4c3)C2)cn1 (configuration not stated)	-0.4	3	-2	0	-1	25	-7	14
CCN1C(=O)C(C(=O)c2ccccc2)SC1=S (configuration not stated)	0.3	-3	10	3	0	10	15	10
C/C(=N\NC(=O)CNc1cccc(Cl)c1C)c1cccs1	0.8	-8	-1	3	-4	-3	-1	5
CCN(CC)c1ccc(NC(=O)Nc2ccccc2)cc1	4.1	11	1	-139	-1	-121	-113	23
CCOC(=O)C1CCCN(C(=O)c2ccc(CS(=O)(=O)c3ccc(C)cc3)o2)C1 (configuration not stated)	0.6	-10	-1	3	1	-9	2	6
COc1ccc(C(=O)NCc2nnc(SCC(=O)N3CCCc4ccccc43)o2)cc1OC	0.2	7	-2	4	-2	22	11	-2
Cc1ccccc1CN(C)CCS(=O)(=O)c1cc(Cl)ccc1Cl	0.8	8	2	-9	-1	44	36*	27
Cc1cccc(Nc2c([N+](=O)[O-])cc(C(=O)N3CC(=O)Nc4ccccc43)cc2[N+](=O)[O-])c1	-1.8	-32	-1	16	2	6	-8	-8
CN1CCN(NC(=O)/C=C/c2ccc(Br)cc2)CC1	2.5	6	1	-11	5	-30	0	9
O=C(Nc1ccc(S(=O)(=O)N2CCc3ccccc32)cc1)c1ccc2c(c1)OCO2	4.7	-16	3	8	-2	10	-13	27
OCC[C@H]1C[C@@H](O)[C@H](O)[C@@]2(Cc3ccccc3CCO2)O1	-0.7	2	-3	-5	3	5	4	-2
Cc1nc2c(sc(=S)n2Cc2ccco2)c(=O)n1CC(=O)Nc1ccccc1Cl	-1.8	8	0	-5	-1	29	-9	0
COc1ccc(N2CCN(C(=O)COC(=O)c3cnccn3)CC2)cc1	-1.7	-25	0	-2	-4	25	29	-10
